HCMV antiviral: human cytomegalovirus inhibition; HFF cells, HCMV-luciferase reporter, 72 h; hits give low values; hit rate 4.5% among 410,000; activity change, negative = inhibition, % at 57.5 µM; in the data active = activity change below about -60%; inconclusive = no clear call, values can overlap the other calls; inactive = above about -39%
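Two compound doses tested in HFFs infected with HCMV-luciferase, MOI 1 PFU/cell, 72 h at 37C. Lysate luminescence read with OneGlo; data normalized against buffer-only and 10uM Salinomycin inhibitor controls.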
* marks the source's active call; other numbers are inactive results; ? = inconclusive. % is set by controls: 0 for no effect and ±100 for the full control effect. Only part of the results is shown, so the mix of outcomes need not match the whole.

SMILES | HCMV antiviral
CC(=O)c1cccc(-c2csc3ncnc(Sc4nnnn4C)c23)c1 | ?
COc1ccc(NC(=S)N2CCC3CC2c2c(Cl)cccc23)c(OC)c1 (stereo not drawn) | -24.3
COc1ccccc1-c1nnc(NC(=O)C2CCCN2S(=O)(=O)c2cccs2)o1 (stereo not drawn) | 24.9
COc1ccc(NC(=O)c2cc(C3CCCCN3C(=O)c3ccccc3)on2)c(C)c1 (stereo not drawn) | -16.9
O=C(NC(CC(=O)N1CCN(c2ccccc2)CC1)c1ccccc1)c1ccccc1 (stereo not drawn) | -6.7
Cc1c(NC(=O)CSc2nnc(-c3ccncc3)n2C)c(=O)n(-c2ccccc2)n1C | 23.5
CCOC(=O)[C@]12CCC=C1N(Cc1ccc(Cl)cc1Cl)C(=O)[C@H](CC(=O)NCc1cccc3ccccc13)C2 | 0.6
Cn1ccc2c(N(Cc3ccccc3)Cc3ccccc3)cc3c(c21)C1CCC3O1 (stereo not drawn) | 8.5
Cc1cc(C)nc(Nc2nc(C(N)c3ccccc3)cs2)n1 (stereo not drawn) | 9.2
CC(C)C[C@H]1CNC(=O)C(=O)N1C[C@H](Cc1ccc(O)cc1)NC(=O)CC12CC3CC(CC(C3)C1)C2 | -2.1
CCCc1nc2ccccc2n1C(CC)C(=O)NC(C)(C)C (stereo not drawn) | -2.7
CCNC(=O)C1(C)CCN(C(=O)c2c(-c3ccccc3)noc2C)C1 (stereo not drawn) | 1.3
CC(=O)Nc1ccc(C(=O)N2CCCCC2c2cc(C(=O)Nc3cccc(C#N)c3)no2)cc1 (stereo not drawn) | 7.4
CC1(C(=O)NS(=O)(=O)c2ccc(Cl)cc2)CCN1C(=O)CC1CC1 (stereo not drawn) | -1.3
COc1ccc(C(=O)C=Cc2ccc(OCc3ccccc3)c(OC)c2)cc1OC | -7.7
Cc1ccc(Cn2cc(CN(C)C3CN(Cc4cn(Cc5ccc(C)cc5)nn4)S(=O)(=O)C3)nn2)cc1 (stereo not drawn) | -24.8
CC(C)(C)OC(=O)N1CCN(C(=O)c2[nH]c(C(F)(F)F)nc2-c2ccccc2)CC1 | 5.8
O=C(NCc1ccccc1)[C@@H]1CCCN1C(=O)[C@@H]1CCCN1C(=O)c1cccc2ccccc12 | 0.9
COc1cccc(C(=O)Nc2ccc3c(c2)OC[C@H](C)N(CCc2ccccc2)C[C@@H](C)[C@@H](OC)CN(C)C3=O)c1 | -33.5
COc1ccc(S[C@]2(c3nc(C)no3)CC(=O)N(C(=O)CCc3ccccc3)[C@@H]2c2ccc(OC)cc2)cc1 | 1.3

7 entries drawn at random from the list so far:
SMILES | HCMV antiviral
COc1ccc(NC(=S)N2CCC3CC2c2c(Cl)cccc23)c(OC)c1 (stereo not drawn) | -24.3
Cn1ccc2c(N(Cc3ccccc3)Cc3ccccc3)cc3c(c21)C1CCC3O1 (stereo not drawn) | 8.5
COc1ccc(C(=O)C=Cc2ccc(OCc3ccccc3)c(OC)c2)cc1OC | -7.7
Cc1cc(C)nc(Nc2nc(C(N)c3ccccc3)cs2)n1 (stereo not drawn) | 9.2
CC1(C(=O)NS(=O)(=O)c2ccc(Cl)cc2)CCN1C(=O)CC1CC1 (stereo not drawn) | -1.3
CC(=O)Nc1ccc(C(=O)N2CCCCC2c2cc(C(=O)Nc3cccc(C#N)c3)no2)cc1 (stereo not drawn) | 7.4
O=C(NC(CC(=O)N1CCN(c2ccccc2)CC1)c1ccccc1)c1ccccc1 (stereo not drawn) | -6.7

Carrying on:
SMILES | HCMV antiviral
O=C1NC(Cc2ccccc2)c2nc3ccc(F)cc3c(=O)n2-c2ncccc21 (stereo not drawn) | -24.9
CN(C1=NS(=O)(=O)N=C(N(C)c2ccccc2)O1)c1ccccc1 | 10.7
O=S(=O)(c1ccccc1)n1cc(-c2cccc3nccn23)c2ccccc21 | 44.2
CCCCNC(=O)c1c(N)[nH]c(C(=O)c2ccccc2)c1-c1ccc(Cl)cc1 | -14.2
CC(C)OC(=O)c1ccc2ccc(-c3ccccc3)nc2c1 | 32.1
CS(=O)(=O)c1ccc(C(=O)OCC(=O)N2CCOCC2)cc1[N+](=O)[O-] | -79.5*
Cc1c(C)n(CC(O)CSc2ccccc2)c2ccccc12 (stereo not drawn) | -9.8
O=C(NCCc1c[nH]c2ccccc12)O[C@H]1CC[C@@]23CCCN2C(=O)CCC[C@H]3[C@H]1Cc1ccccc1 | 15.6
CCCCNc1cccc2c1S(=O)(=O)N[C@@H](C)CO2 | -7.1
CCO[C@H]1C[C@@H](c2ccc(CC)cc2)N(S(=O)(=O)c2ccc(C)cc2)C2CC(c3ccc(CC)cc3)N(S(=O)(=O)c3ccc(C)cc3)CC21 (stereo partly drawn) | 9.7
C=CCNc1ncnc2c1ncn2[C@H]1CN(Cc2ccccc2)C[C@@H](CO)O1 | -31.6
COCOCCn1cc(CN2CCS(=O)(=O)N(Cc3ccc(-c4ccncc4)cc3)C(C(C)C)C2=O)nn1 (stereo not drawn) | -7.4
O=C(Nc1c(-c2ccc3c(c2)OCO3)[nH][nH]c1=O)c1cccc(C(F)(F)F)c1 | -4.8
CCCNC(=O)N1[C@@H]2Cn3c(cccc3=O)[C@H]1[C@@H](C(=O)OC)[C@@H]2CO | 7.7
Cc1cccnc1NC(=O)c1ccc(S(=O)(=O)N2CCCC2)cc1 | -19.8
CC1(C(=O)NS(=O)(=O)c2ccc(Cl)cc2)CCN1C(=O)C1(c2ccc(Cl)cc2)CCC1 (stereo not drawn) | -21.5
COc1cc(C#N)ccc1OCC(=O)Nc1cccc(S(=O)(=O)N(C)c2ccccc2)c1 | 16.8
COc1ccc(-c2ccc(C(=O)NCc3cccs3)c3occc23)c(C)c1 | -11.8
Nc1nc2ncccc2cc1C(=O)NCCc1cccs1 | -13.8
Cc1ccc(C)n1C1C(=O)N(Cc2ccc(C(C)C)cc2)c2ccccc21 (stereo not drawn) | 17.6

Some of these compounds in order of length of the SMILES, rising.
SMILES | HCMV antiviral
CCNC(=O)C1(C)CCN(C(=O)c2c(-c3ccccc3)noc2C)C1 (stereo not drawn) | 1.3
COc1cc(C#N)ccc1OCC(=O)Nc1cccc(S(=O)(=O)N(C)c2ccccc2)c1 | 16.8
CC(=O)Nc1ccc(C(=O)N2CCCCC2c2cc(C(=O)Nc3cccc(C#N)c3)no2)cc1 (stereo not drawn) | 7.4

Among those listed so far, these have a tert-butyl group:
SMILES | HCMV antiviral
CCCc1nc2ccccc2n1C(CC)C(=O)NC(C)(C)C (stereo not drawn) | -2.7
CC(C)(C)OC(=O)N1CCN(C(=O)c2[nH]c(C(F)(F)F)nc2-c2ccccc2)CC1 | 5.8

The results go on.
SMILES | HCMV antiviral
CC1(Oc2ccc(Cl)cc2)CCN(Cc2csc3ccccc23)C1 (stereo not drawn) | 39.1
COC(=O)[C@H]1C[C@H](OC(=O)NCc2ccc(OC)c(OC)c2)[C@@]2(O)CN(S(=O)(=O)c3ccc(C)cc3)CC2[C@H]1C(=O)OC (stereo partly drawn) | 0.5
CSCCC(c1nc2ccccc2[nH]1)n1c(=O)c(-c2cc3ccccc3[nH]2)nc2ccccc21 (stereo not drawn) | 7.4
COC(=O)[C@]12CCCCC=C1N(Cc1cccc3ccccc13)C(=O)[C@H](CC(=O)N1CCN(C(=O)c3ccco3)CC1)C2 | -30.4
Clc1ccc(-c2cccc3nccn23)cc1 | 37.4
C[C@@H]1CN([C@H](C)CO)C(=O)CCCn2nncc2CO[C@H]1CN(C)C(=O)OCc1ccccc1 | -29.0
O=C(Cc1ccccc1[N+](=O)[O-])c1ccccc1 | -5.8
OC[C@@H]1CN(Cc2ccc(Cl)cc2)C[C@H](n2cnc3c(Nc4ccccc4)ncnc32)O1 | -29.3
COc1cccc(C(=O)O)c1OS(=O)(=O)c1ccc(C)cc1 | 9.1
COc1ccc([C@@H]2[C@H](C(=O)N3CCOCC3)CC(=O)N2C(=O)/C=C/c2ccccc2)cc1 | -21.2
COc1ccc2c([N+](=O)[O-])c(C)[nH]c2c1 | -15.2
Cc1c(C(=O)NCc2ccc(C#N)cc2)sc(=O)n1Cc1ccccn1 | 28.5
O=C(O)c1ccc(N2C(=O)c3ccccc3C2=O)cc1[N+](=O)[O-] | 67.0
COc1ccccc1-c1cnc(C(O)c2ccc(CN3CCCC3)cc2)[nH]1 (stereo not drawn) | -12.7
CCOC(=O)[C@]12Cc3cc(Cl)ccc3[C@H]1N(C)C(=O)c1ccccc12 | 67.9
COc1ccccc1-c1cnc(C(O)c2ccc(Cl)c(Cl)c2)[nH]1 (stereo not drawn) | -19.7
COCCCNc1ccn2nc(-c3cccc(OCc4ccccc4)c3)cc2n1 | 55.9
COc1ccc(S[C@]2(c3nc(C)no3)CC(=O)N[C@@H]2c2ccc(OC)cc2)cc1 | -2.3
c1ccc(Cc2c(-c3ccco3)nc3c4ccccc4ccn23)cc1 | 322.7
COc1cc2nnn(-c3ccncc3)c2cc1OC | 1.5

In the list so far, three contain two or more sulfur atoms:
SMILES | HCMV antiviral
CC(=O)c1cccc(-c2csc3ncnc(Sc4nnnn4C)c23)c1 | ?
COc1ccccc1-c1nnc(NC(=O)C2CCCN2S(=O)(=O)c2cccs2)o1 (stereo not drawn) | 24.9
CCO[C@H]1C[C@@H](c2ccc(CC)cc2)N(S(=O)(=O)c2ccc(C)cc2)C2CC(c3ccc(CC)cc3)N(S(=O)(=O)c3ccc(C)cc3)CC21 (stereo partly drawn) | 9.7

The listing continues.
SMILES | HCMV antiviral
Clc1cccc(-c2nc3ccc(Br)cn3c2Cc2ccsc2)c1 | 52.4
COC(=O)[C@]12C[C@H](CC(=O)N3CCC(c4ccccc4)CC3)C(=O)N(Cc3ccc4c(c3)OCO4)C1=C[C@H](C(C)(C)C)O[C@@H]2C | 25.3
Cc1ccc([C@H]2C[C@@H](n3cc(COC(=O)c4ccccc4)nn3)[C@H](O)CN2Cc2cccs2)cc1 | 31.9
CN(C)c1cccc(CNC(=O)c2ccc3sc([C@H]4C[C@H](O)[C@@H](CO)O4)nc3c2)c1 | -6.3
N#Cc1ccc(NC(=S)N2CCC3CC2c2cc(-c4ccc5c(c4)OCO5)ccc23)cc1 (stereo not drawn) | -10.4
CCCN(CCC)Cc1cc(=O)oc2cc(C)c(Cl)cc12 | -7.2
COc1ccc2c(c1)[C@@H](NS(C)(=O)=O)[C@H](C)[C@@H](c1ccccc1)N2Cc1cccc(F)c1 | -8.8
CCc1ncn(CCc2ccccc2OC)c1C(C)C | -17.8
CC(=O)Nc1nn(CC(C)C)c2nc3ccc(C)cc3cc12 | 28.4
CC(C)COC(=O)N(C)C[C@H]1OCc2cn(nn2)CCCC(=O)N([C@@H](C)CO)C[C@@H]1C | -17.7
CN1OC[C@@H]2CN(C(=O)Nc3ccccc3)[C@H](c3ccc(N4CCCCC4)cc3)C[C@@H]21 | -4.4
CC(=Cc1ccccc1)C=C1SC(=S)N(CCCC(=O)Nc2ccc(C(=O)O)cc2)C1=O | -22.5
CC1=C(C(=O)N(C(C)C)C(C)C)CC(CC(=O)NC2CCCCC2)C(=O)N1Cc1ccc(C(C)(C)C)cc1 (stereo not drawn) | -87.7*
Cc1cn([C@H]2C[C@H](O)[C@@H](/C=C/C(=O)NCc3ccc4c(c3)OCO4)O2)c(=O)[nH]c1=O | 34.3
C=CCN1C(C(=O)OCC)CSCCS1(=O)=O (stereo not drawn) | -1.0
Cc1cc(C)c(S(=O)(=O)N(C)CC(=O)N2CCCC2)c(C)c1 | -37.0
CCC12CCN(CC3(O)CC3)C(Cc3ccc(O)cc31)C2(C)C (stereo not drawn) | ?
O=C(CSc1n[nH]c(=O)n1CCc1ccccc1)NC1CCCC1 | 2.4
c1csc(CNc2ccn3nc(-c4ccc(OCCN5CCOCC5)cc4)cc3n2)c1 | 7.4
C[C@H]1CN([C@@H](C)CO)C(=O)c2cc(C#CC3CCCC3)cnc2O[C@H]1CN(C)C(=O)Cc1ccccn1 | -5.3
O=C(O)c1ccsc1Cc1cccs1 | -30.3
COc1ccc(NC(=O)c2cc(-c3ccc(F)cc3OC)n[nH]2)c(C)c1 | -1.3
CCc1nc2ccc(C(=O)NCc3ccc4c(c3)OCO4)cn2c1N(CC)Cc1cccc(Br)c1 | -19.3
COc1ccc(Br)c(C(=O)OCC(=O)Nc2cc(C)on2)c1 | 33.6
C[C@@H]1CN([C@H](C)CO)C(=O)CCCn2cc(nn2)CO[C@H]1CN(C)C(=O)Nc1ccc(-c2cccs2)cc1 | -9.6
Cc1cccc(C)c1NC(=O)C1(C)CCc2nc3ccccc3n21 (stereo not drawn) | -13.2
CC(C)C[C@H]1COc2cc(Br)ccc2S(=O)(=O)N1 | -11.9

From PubChem BioAssay
